TDP1 inh: qHTS Assay for Inhibitors of Tyrosyl-DNA Phosphodiesterase (TDP1); AID 485290, 2010; hit rate 0.28% among 350,000; Potency, µM (highest dose often 130 µM), for the others: top-dose activity change, negative = inhibition, usual class: inhibitors; recombinant TDP1, AlphaScreen DNA substrate cleavage; Tyrosyl-DNA phosphodiesterase 1 (Homo sapiens), Q9NUW8; note: nearly all actives have a fitted effect of over 40% in size
Target sequence (Q9NUW8 whole entry, looked up): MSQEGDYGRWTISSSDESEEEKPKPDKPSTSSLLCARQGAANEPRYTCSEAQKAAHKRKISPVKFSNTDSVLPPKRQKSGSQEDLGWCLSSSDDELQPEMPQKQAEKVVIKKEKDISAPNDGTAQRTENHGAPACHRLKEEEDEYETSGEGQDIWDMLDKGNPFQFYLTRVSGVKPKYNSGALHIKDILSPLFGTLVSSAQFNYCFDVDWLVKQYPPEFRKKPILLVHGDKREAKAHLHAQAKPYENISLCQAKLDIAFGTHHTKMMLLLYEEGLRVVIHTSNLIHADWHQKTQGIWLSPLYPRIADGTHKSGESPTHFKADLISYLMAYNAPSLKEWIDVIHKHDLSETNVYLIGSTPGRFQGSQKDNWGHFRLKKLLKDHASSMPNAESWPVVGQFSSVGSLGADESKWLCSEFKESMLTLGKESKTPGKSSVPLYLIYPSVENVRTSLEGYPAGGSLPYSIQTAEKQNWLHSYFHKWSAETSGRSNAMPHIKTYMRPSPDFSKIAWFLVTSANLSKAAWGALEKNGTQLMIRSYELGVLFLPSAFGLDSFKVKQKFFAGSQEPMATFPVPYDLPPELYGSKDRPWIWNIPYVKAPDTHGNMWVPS
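Signal: AlphaScreen proximity between streptavidin donor and anti-FITC acceptor beads on intact substrate. Reaction: Tdp1 1 nM, substrate 15 nM final, 5 min RT after 15 min compound preincubation.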
FEN1 inhibitor: qHTS Assay for the Inhibitors of Human Flap endonuclease 1 (FEN1). AID 588795, 2011. Potency, µM (titrated, usually from 114 µM), for the others: top-dose activity change, negative = inhibition, hits mostly inhibitors. Recombinant FEN1 flap cleavage, fluorescence, 15 min. hit rate 0.35% among 390,000; note: nearly all actives have a fitted effect of over 65% in size
Target sequence (P39748 whole entry, looked up): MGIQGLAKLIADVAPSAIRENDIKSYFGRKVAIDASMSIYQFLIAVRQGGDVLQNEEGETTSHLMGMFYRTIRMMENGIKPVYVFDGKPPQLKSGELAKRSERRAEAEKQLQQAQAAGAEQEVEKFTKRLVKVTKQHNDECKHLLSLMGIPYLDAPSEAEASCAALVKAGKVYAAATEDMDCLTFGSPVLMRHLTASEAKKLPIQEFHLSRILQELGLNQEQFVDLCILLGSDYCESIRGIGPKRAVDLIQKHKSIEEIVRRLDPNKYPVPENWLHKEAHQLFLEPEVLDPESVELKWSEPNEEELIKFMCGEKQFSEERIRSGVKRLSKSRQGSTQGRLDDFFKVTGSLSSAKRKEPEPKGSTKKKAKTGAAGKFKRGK
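In this screen, 50 nM flap DNA substrate was added to 10 nM FEN1 pretreated with compound for 15 min at room temperature; cleavage was followed with reads at 0 and 15 min, and Hill fitting gave concentration–response parameters.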
N370S GC mod: qHTS Assay for Inhibitors and Activators of N370S glucocerebrosidase as a Potential Chaperone Treatment of Gaucher Disease | Potency, µM (top dose mostly 59.4 µM), for the others: at the highest dose activity change, negative = inhibition, hits mostly inhibitors | N370S GC spleen homogenate, 4MU-glucoside fluorescence | hit rate 0.092% among 330,000 | Lysosomal acid glucosylceramidase (Homo sapiens), P04062;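 note: 0% = full enzyme activity and -100% = no enzyme basal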
Active calls of the source: *; ? = inconclusive; . = no result given; & = joins results of further samples; [ ] = dose if it differs, or a comment. Calls come from the whole dose curve; as a rule, active = well fitted curve in the direction sought with a large enough effect; inconclusive = small, poorly fitted or top-dose-only effect, or another doubt; inactive = no such curve, though single readings can be large; an effect the other way counts as inactive or inconclusive. Unless noted, % is set by controls: 0 for no effect and ±100 for the full control effect; potency is the fitted concentration of half-maximal effect. Hits appear at their usual frequency; 0.53% or so of the library scored in one or more.

A first look (5 entries):
Every second line gives: TDP1 inh | FEN1 inhibitor | N370S GC mod
> Cc1nc(NC(=O)COC(=O)C2CC2C)c(Cl)cc1Cl (stereo not given)
  1% | 16% | .
> CCOC(=O)c1c(C)oc2c1c(C(c1cccnc1)N1CCOCC1)c(O)c1ccccc12 (stereo not given)
  11% | -16% | 5%
> NC(=O)c1c(/N=C/c2cccs2)sc2c1CCCC2
  . | -13% | 3%
> Cc1ccc(S(=O)(=O)Cn2nnnc2C(CC(C)C)N2CCN(C)CC2)cc1 (stereo not given)
  8% | 15% | -17%
> O=C(CN1CCOCC1)NCc1ccc(F)cc1
  . | -3% | -16%

This part in full, from the start:
Every second line gives: TDP1 inh | FEN1 inhibitor | N370S GC mod
> Cc1nc(NC(=O)COC(=O)C2CC2C)c(Cl)cc1Cl (stereo not given)
  1% | 16% | .
> CCOC(=O)c1c(C)oc2c1c(C(c1cccnc1)N1CCOCC1)c(O)c1ccccc12 (stereo not given)
  11% | -16% | 5%
> NC(=O)c1c(/N=C/c2cccs2)sc2c1CCCC2
  . | -13% | 3%
> Cc1ccc(S(=O)(=O)Cn2nnnc2C(CC(C)C)N2CCN(C)CC2)cc1 (stereo not given)
  8% | 15% | -17%
> O=C(CN1CCOCC1)NCc1ccc(F)cc1
  . | -3% | -16%
> Cc1c(NC(=O)c2c(NC(=O)CNC3CC3)sc3c2CCCC3)c(=O)n(-c2ccccc2)n1C
  -1% | 3% | -4%
> CC12CN(C(=O)c3ccccc3Br)CC(C)(CN(C(=O)c3ccccc3Br)C1)C2=O
  1% | -2% | -2%
> O=c1[nH]c(CSc2nnc(NCCCN3CCOCC3)s2)nc2cc(Cl)ccc12
  6% | -9% | -18%
> COc1ccc(N2C(=O)CC(Sc3nc4ccccc4s3)C2=O)cc1 (stereo not given)
  1% | -5% | 15%
> CCN(C(=O)COC(=O)c1ccc(C=O)cc1)c1c(N)n(Cc2ccccc2)c(=O)[nH]c1=O
  1% | -8% | .
> CCn1c(CC(=O)Nc2ccccc2C)nnc1SCC(=O)NC1=NCCS1
  . | 5% | -12%
> Cc1ccnc(N2CCC(C(=O)NNC(=O)c3ccncc3)CC2)n1
  0% | -9% | 7%
> COCCCN(C(=O)c1ccc2ccccc2n1)c1c(N)n(Cc2ccccc2)c(=O)[nH]c1=O
  0% | 13% | .
> COc1ccc(C)cc1NC(=O)C12CCC(C)(C(=O)O1)C2(C)C (stereo not given)
  6% | -9% | -4%
> Cc1ccc(-c2nc3cc(Cl)ccc3o2)cc1NC(=O)c1cc2ccccc2o1
  2%[12.3 µM] | 0% | .

Next part
Every second line gives: TDP1 inh | FEN1 inhibitor | N370S GC mod
> O=S1(=O)CCC(=Nc2ccc(Cl)cc2)c2ccsc21
  8% | 19% | -7%
> COc1ccc(-c2[nH]ncc2/C=C(/C#N)C(=O)NC2CCCCCC2)cc1
  4% | -1% | 23%
> CCOC(=O)c1ccc(NC(=O)COc2cc3oc(=O)c(CC(C)O)c(C)c3cc2Cl)cc1 (stereo not given)
  . | -8% | 7%
> Cc1ccc(NC(=O)COC(=O)C2COc3ccccc3O2)cc1S(=O)(=O)N1CCOCC1 (stereo not given)
  2% | 0% | 2%
> CC(C)CC(C(=O)OCC(=O)Nc1ncc(Cl)cc1Cl)N1C(=O)c2ccccc2C1=O (stereo not given)
  -2% | -3% | -3%
> O=c1c2ccc(Cl)cc2nc(-c2ccc([N+](=O)[O-])cc2)n1O
  6% | -5% | -10%
> CN1CCC(N(C)C(=O)CCc2nc3ccccc3c(=O)[nH]2)CC1
  12% | -12% | ?
> CCOC(=O)C1CCN(C(=O)CN2C(=O)c3cccnc3Oc3ccc(C)cc32)CC1
  1% | 0% | -1%
> CCCC(=O)NNC(=O)c1ccoc1C
  0% | 14% | -5%
> COc1ccc(S(=O)(=O)N2CCN(c3nc(-c4cccnc4)nc4ccccc34)CC2)cc1
  3% | 3% | .
> Cc1ccc2c(c1)C1CN(C)CCC1N2S(=O)(=O)c1ccccc1F (stereo not given)
  0% | -15% | .
> CCc1nc2oc3ccccc3c(=O)c2c(=O)n1-c1ccccc1
  3% | -5% | -7%
> O=C(NCCCc1ccccc1)C1CC(=O)N(c2ccc3c(c2)OCCO3)C1 (stereo not given)
  4%[56.1 µM] | 0% | 17%
> COCCNc1nnc(SCC(=O)NC(=O)c2ccc(Cl)cc2)s1
  -1% | 4% | -6%
> O=C(CCCC(=O)N(CC(=O)NC1CCCC1)c1ccc(F)c(Cl)c1)Nc1ccccn1
  0%[0.0935 µM] | -8% | -4%

The results go on.
Every second line gives: TDP1 inh | FEN1 inhibitor | N370S GC mod
> O=C1N(c2ccc(Cl)cc2)C(c2ccc(Cl)cc2)N2CCCN12 (stereo not given)
  1% | -3% | -1%
> O=C(CO/N=C/c1ccc(Cl)cc1Cl)NNC(=O)c1ccc(Cl)cc1Cl
  5% | 20% | 0%
> COCCn1c(=NC(=O)CSCC(=O)NC2CCCCC2)sc2cc(OC)ccc21
  4% | -1% | -8%
> COc1cccc(CNC(=O)C2Cc3ccccc3CN2C(C)=O)c1 (stereo not given)
  . | 7% | 2%
> COc1ccc(C2(NC(C)=O)CCN(C(=O)CCC(=O)O)CC2)cc1
  2% | -9% | 5%
> COc1cccc(CNC(=O)CSC(=S)N2CCCC2)c1
  3% | 6% | -12%
> COc1ccc(C(=O)c2ccc(N3CCN(C4CC(=O)NC4=O)CC3)cc2)cc1F (stereo not given)
  7% | 4% | -9%
> CCN(CC)C(=O)Cn1cc(C(=O)C(=O)NCc2cccnc2)c2ccccc21
  4% | -6% | -2%
> CCCC(C(=O)Nc1ccc2c(C)cc(=O)oc2c1)c1ccccc1 (stereo not given)
  3% | 3% | -2%
> COc1ccccc1NC(=O)Cn1ccn(-c2cccc3ccccc23)c(=O)c1=O
  -7%[0.505 µM] | 6% | -3%
> CCCCNC(=O)C1CCN(S(=O)(=O)c2ccc3c(ccn3CC)c2)CC1
  7% | -2% | .
> CSc1nsc(SC)c1C(=O)NC(=O)Nc1cccnc1
  0% | -1% | 0%
> Cc1cccc(C(=O)OC(C)C(=O)Nc2ccc(S(=O)(=O)N3CCCC3)cc2)c1O (stereo not given)
  -6%[0.505 µM] | 0% | -5%
> Cc1nnc(SCC(=O)NC(C)(C)C)n1NCc1ccc(N(C)C)cc1
  . | -15% | 0%
> COc1ccc(S(=O)(=O)NNC(=O)C23CC4CC(CC(C4)C2)C3)cc1[N+](=O)[O-]
  0% | -11% | -27%

New compounds follow:
molecule | TDP1 inh | FEN1 inhibitor | N370S GC mod
CN1C(=O)C(=O)/C(=C(/O)c2ccccc2)C1c1ccccc1 (stereo not given) | . | 11% | -8%
CCC(C)NC(=O)C(=O)Nc1c2c(nn1-c1ccccc1)CS(=O)(=O)C2 (stereo not given) | 3% | -6% | .
Cc1cnc(C(=O)OCC(=O)c2ccc(F)cc2)cn1 | 3% | 20% | 6%
Cc1ccc(C2(c3ccccc3)NC(=O)N(CC(=O)NCc3ccccc3)C2=O)cc1C (stereo not given) | 0% | ? | .
COC(=O)c1sc(N)c(C(=O)OC)c1COC(=O)C1CC(=O)N(Cc2ccco2)C1 (stereo not given) | 0% | 4% | -1%
COc1cccc(C(=O)Nc2ccccc2-c2nnc(-c3cccc(OC)c3)o2)c1 | 7% | 12% | .
CCN1CCN(C(=O)c2cc3nc(-c4ccccc4)cc(C(F)(F)F)n3n2)CC1 | 5% | 6% | -4%
COc1ccccc1NC(=O)c1cccc(S(=O)(=O)N2CCOCC2)c1 | 0% | 38%[activator] | -5%
COc1ccc(NC(=O)CSc2nc(SC)ns2)cc1 | . | -3% | 2%
COc1ccccc1C(=O)O/N=C(/c1ccncc1)c1ccc([N+](=O)[O-])cc1 | 6% | -3% | -14%
Cc1ccc(NC(=O)CN(C)C(=O)c2ccc(NS(=O)(=O)c3cccc([N+](=O)[O-])c3)cc2)cc1 | -2% | -17% | .
CN1C(C(=O)NCc2ccco2)CC2Cn3c(nc4cc5ccccc5cc43)C21 (stereo not given) | 4% | -12% | -7%

More entries follow.
molecule | TDP1 inh | FEN1 inhibitor | N370S GC mod
O=C(O)c1cc(-c2cccs2)nn1-c1cccc(Cl)c1 | 8% | 1% | 13%
C/C(=N/NC(=O)C1CC1(c1ccccc1)c1ccccc1)c1cccs1 (stereo not given) | 8% | 13% | ?
CC(=O)N1CCN(c2ccc(Nc3ncnc4c3oc3ccccc34)cc2)CC1 | -2% | -35% | -5%
COc1ccc(CCNc2nc3ccccc3n3cnnc23)cc1OC | . | -3% | 6%
COCCn1nnnc1SCC(=O)N1CCCCC1 | 2% | 29% | 4%
Cc1nnc(NC(=O)c2ccc(N3CCCC3=O)cc2)s1 | -1% | -1% | -2%
CCOC(=O)c1cnc(SCc2cccc3ccccc23)nc1N | 3% | -22% | 13%
C=CCn1c(-c2ccc(N)cc2)nc2ccccc21 | 2% | 15% | 1%
O=C(Nc1ccc2[nH]ncc2c1)c1cccc(F)c1 | 4% | -4% | 8%
COc1ccc(-c2csc(NC(=S)NC(=O)c3ccc(S(=O)(=O)N(C)C)cc3)n2)cc1OC | 2% | 13% | -4%
CCCCN(CC)CCNC(=S)Nc1ccc2nc(N3CCN(C)CC3)cc(C)c2c1 | . | ? | 19%
O=C(NC1CCCC1)C(c1ccncc1)N(C(=O)Cc1cccs1)c1cccc(F)c1 (stereo not given) | . | 5% | -1%

Next part:
molecule | TDP1 inh | FEN1 inhibitor | N370S GC mod
O=C(NCc1ccc2c(c1)OCO2)c1ccccn1 | -2% | 3% | 20%
COC(=O)CSc1ncc(OC)c(OC)n1 | -3% | -1% | 20%
Nc1nc(N2CCOCC2)nc(N(c2ccccc2)c2ccccc2)n1 | -1% | 1% | -6%
CCc1ccc2[nH]c(=O)c(C(c3nnnn3CCOC)N3CCN(c4ccccc4F)CC3)cc2c1 (stereo not given) | -5% | -17% | 8%
c1cncc(CSc2ccc(-c3cccnc3)nn2)c1 | 3% | 13% | 18%
CN(C)c1ccc(/C=C/c2ccncc2)cc1 | 2% | -2%&-5% | -2%
CCS(CC)=NS(=O)(=O)c1ccc(NC(C)=O)cc1 | 5% | 0% | -13%
COc1ccccc1CN1CC(C(=O)N(C)CCOc2ccccc2)CCC1=O (stereo not given) | 1% | -5% | 2%
CCOc1ccccc1NC(=O)c1c(NC(=O)c2ccccc2)sc2c1CCCC2 | 2%[12.3 µM] | -5% | .
NC(=O)c1cccc(CS(=O)(=O)c2ccc(Cl)cc2)c1 | . | -11% | 1%
CCn1nc(C(=O)NNC(=O)COc2ccccc2C)c2ccccc2c1=O | 3% | -1% | 4%
COc1ccc(C(=O)n2cnc3ccccc32)cc1[N+](=O)[O-] | 2% | -3% | -4%

Additional compounds.
molecule | TDP1 inh | FEN1 inhibitor | N370S GC mod
Cc1c(NC(=O)C(C)N2C(=O)C3C4C=CC(C4)C3C2=O)c(=O)n(-c2ccccc2)n1C (stereo not given) | -2% | -6% | 9%
CCCCNC(=O)CCCn1c(=O)c2ccccc2n(Cc2c(C)cc(C)cc2C)c1=O | 2% | -12% | .
CC1=C(C#N)CCC(=O)N1Cc1c(C)cc(C)cc1C | 0% | -8% | 3%
COC(=O)C1=C(C)N(CC(C)C)C(=O)/C1=C\c1cccs1 | 7% | -20% | 5%
COc1ccccc1C(=O)Nc1ccnn1C1CCN(Cc2ccc3nonc3c2)CC1 | 2% | -22% | -11%
O=C1C2C3C=CC(O3)C2C(=O)N1CC(O)c1ccccc1 (stereo not given) | 9% | 0% | 3%
CCN1/C(=C/C=C/c2oc3ccc(-c4ccccc4)cc3[n+]2CC)Oc2ccc(-c3ccccc3)cc21 | 0% | 32µM* | ?
COc1ccc(NC(=O)CCc2nc3cccnc3n2Cc2cccs2)c(OC)c1 | 6% | -10% | .
COc1ccccc1C1=CC(=O)CC(C)(C)C1=O | 0% | 3% | .
O=C(CN(Cc1ccc(Cl)cc1)C(=O)c1csnn1)NCc1ccc(F)cc1 | . | -2% | -3%
C/C(CC(=O)NC(C)(C)C)=N\NC(=O)c1ccccc1N | 1% | -2% | 12%
O=C(O)c1nn(Cc2csc(-c3ccccc3)n2)c(=O)c2ccccc12 | 7% | -1% | 1%
CCc1ccc(C(C)NC(=O)c2ccc3c(c2)OCO3)cc1 (stereo not given) | -16% | -1% | -8%

Full records, looked up by structure. Order of values: TDP1 inh | FEN1 inhibitor | N370S GC mod
C/C(CC(=O)NC(C)(C)C)=N\NC(=O)c1ccccc1N as listed: 1% | -2% | 12%
COc1ccc(NC(=O)CCc2nc3cccnc3n2Cc2cccs2)c(OC)c1 as listed: 6% | -10% | .
CCN1/C(=C/C=C/c2oc3ccc(-c4ccccc4)cc3[n+]2CC)Oc2ccc(-c3ccccc3)cc21 as listed: 0% | 32µM* | ?

Bioassay records deposited in PubChem by National Center for Advancing Translational Sciences (NCATS).
